CHO-K1 Ca ag = counter-screen for M1 agonists: effect in parental CHO-K1 cells; Fluo-8 calcium fluorescence; scaled to maximal ATP response, vehicle zero; 360,000 compounds, 0.48% hits; AID 602248; activation, % at 3 µM; in the data active means activation above about 15%;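 further: untransfected CHO-K1 host cells lacking M1 receptor as counterscreen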
V1aR counter = activates human V1a receptor in oxytocin agonist counter-screen. P37288. CHO-V1R cells, Fluo-8 calcium fluorescence, agonist mode; 0% DMSO, 100% 3 nM vasopressin. activation, % at 3 µM. 320,000 compounds, 0.25% hits;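 active means activation above the mean activation of all tested compounds plus 3 SD, per screening run, cut at about 20% in these data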;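 further: signal is peak over basal fluorescence ratio across a 100 second FLIPR read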
CHO-K1 Ca antag = nonselective inhibitor or artifact in parental CHO-K1 cells; inhibition, % at 3 µM; 360,000 compounds, 0.6% hits; ATP-induced calcium, Fluo-8 fluorescence;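 active means inhibition above a per-plate cutoff, the plate's mean sample inhibition plus 3 SD, cut at about 24% in these data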;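 further: 0% = DMSO plus EC80 ATP and 100% = DMSO alone without ATP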
OXTR potentiate = potentiates the human oxytocin receptor response; P30559; CHO-OTR cells, Fluo-8 calcium fluorescence, potentiator mode; 0% = oxytocin EC15, 100% = EC100; activation, % at 3 µM; 320,000 compounds, 0.061% hits;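 active means activation above that plate's cutoff, the mean activation of tested compounds plus 3 SD, cut at about 6.6% in these data, passing the limit was not always enough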;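 further: 100% uses oxytocin at 75 nM as the full agonist control; some results filed as inactive read as strong as hits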
Target sequence (P30559 whole entry, looked up): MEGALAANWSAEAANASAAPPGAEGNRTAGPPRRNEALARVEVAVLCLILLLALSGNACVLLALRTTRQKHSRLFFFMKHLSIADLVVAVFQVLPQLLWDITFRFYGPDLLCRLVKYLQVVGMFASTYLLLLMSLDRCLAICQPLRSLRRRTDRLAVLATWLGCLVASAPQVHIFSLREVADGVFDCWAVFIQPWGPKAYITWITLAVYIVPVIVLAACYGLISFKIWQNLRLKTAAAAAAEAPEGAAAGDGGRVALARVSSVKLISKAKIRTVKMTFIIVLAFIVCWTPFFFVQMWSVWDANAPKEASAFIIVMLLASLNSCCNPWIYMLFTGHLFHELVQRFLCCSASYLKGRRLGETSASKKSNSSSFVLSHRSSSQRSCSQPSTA
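Assay system: CHO cell line stably expressing human OTR. Reagent: EC15 oxytocin agonist. Dosing: single dose, 3.0 µM nominal final compound concentration. Timing: compound 6 min at room temperature before oxytocin, 100 s read. Signal: kinetic Fluo-8 calcium fluorescence. Controls: oxytocin EC15 low and EC100 high.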
TAAR1 antagonist = human TAAR1 antagonism | 360,000 compounds, 1.5% hits | inhibition, % at 3 µM | Q96RJ0 | CHO RD-HGA16 TAAR1, Fluo-8 calcium fluorescence, antagonist | AID 624466;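 active means inhibition above a per-plate cutoff, the mean inhibition of test compounds on that plate plus 3 SD, cut at about 49% in these data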;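 further: 0% = DMSO plus EC80 beta-PEA response and 100% = DMSO alone without agonist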
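Assay system: RD-HGA16 CHO cells with stable hTAAR1 and Gα16 / Reagent: EC80 β-phenethylamine stimulus / Doses: 3 µM, single point / Timing: dye loading 75 min at 37 °C, then 30 min room temperature / Measured by: Fluo-8 intracellular calcium dye fluorescence, real-time kinetic reads / Controls: vehicle wells and EC80 agonist wells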
M1 ag = human M1 muscarinic receptor agonism; P11229; CHO-K1 hM1, Fluo-8 calcium fluorescence, agonist mode; 0% DMSO, 100% acetylcholine EC100; activation, % at 3 µM; 360,000 compounds, 0.33% hits; AID 588814;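 active means activation above the run's mean compound activation plus 3 SD, cut at about 16% in these data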;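 further: peak over basal fluorescence ratio within a 140 s kinetic read after compound addition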
Target sequence (P11229 whole entry, looked up): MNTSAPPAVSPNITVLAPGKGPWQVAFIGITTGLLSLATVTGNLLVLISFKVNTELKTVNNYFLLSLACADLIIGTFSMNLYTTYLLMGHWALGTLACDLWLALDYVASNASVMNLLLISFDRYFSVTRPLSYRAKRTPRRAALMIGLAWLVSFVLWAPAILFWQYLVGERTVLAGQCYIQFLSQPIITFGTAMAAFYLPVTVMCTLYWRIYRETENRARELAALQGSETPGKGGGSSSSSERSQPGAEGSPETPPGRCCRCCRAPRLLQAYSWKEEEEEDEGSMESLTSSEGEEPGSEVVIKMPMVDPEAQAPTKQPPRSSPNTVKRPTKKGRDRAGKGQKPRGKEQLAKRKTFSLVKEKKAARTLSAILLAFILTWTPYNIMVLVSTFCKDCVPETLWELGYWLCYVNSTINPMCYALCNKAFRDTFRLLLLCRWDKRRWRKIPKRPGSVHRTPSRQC
TAAR1 ag = human TAAR1 agonism; AID 624467; Q96RJ0; 360,000 compounds, 0.99% hits; CHO RD-HGA16 TAAR1, Fluo-8 calcium fluorescence; vehicle wells 0%, saturating PEA agonist 100%; activation, % at 3 µM;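 active means activation above the mean activation of all test compounds in the run plus 3 SD, cut at about 38% in these data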
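Assay system – CHO-derived RD-HGA16 cells with stable Gα16 and human TAAR1 · Compound dosing – one-point dosing at 3 µM (nominal) · Incubation – 17-24 h seeding, 75 min 37 °C dye, 30 min RT · Measured by – kinetic Fluo-8 calcium fluorescence · Control set – DMSO vehicle as 0%, PEA at EC100 as 100% · Repeats – single well for each compound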
CHO-K1 Ca PAM = counter-screen for M1 PAMs: effect in parental CHO-K1 cells | activation, % at 3 µM | 360,000 compounds, 0.02% hits | ATP EC20, Fluo-8 calcium fluorescence; 0% at ATP EC20, 100% at ATP max;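 active means activation above the run cutoff, the mean activation of all test compounds plus 3 SD, cut at about 40% in these data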;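 further: peak over basal fluorescence ratio in a 140 s read after ATP addition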
CHO parental Ca = signal in parental CHO cells, OX1R antagonist counter-screen | parental CHO-K1, ATP-induced calcium, Fluo-8 fluorescence | inhibition, % at 5.6 µM | 330,000 compounds, 0.63% hits | AID 463079;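 active means inhibition above that plate's mean sample inhibition plus 3 SD, cut at about 26% in these data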;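 further: 0% = ATP-challenged DMSO wells and 100% = DMSO wells without ATP; some compounds past the cut are filed as inactive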
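Test system: untransfected parental CHO cell line. Compound: one dose, 5.6 µM nominal. Detection: intracellular calcium via Fluo-8 no-wash fluorescent dye. Measure: % inhibition. Benchmarks: ATP-challenged DMSO wells low, unchallenged DMSO wells high.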
The depositor's hits bear a star; / = no result given.

SMILES	CHO-K1 Ca ag	V1aR counter	CHO-K1 Ca antag	OXTR potentiate	TAAR1 antagonist	M1 ag	TAAR1 ag	CHO-K1 Ca PAM	CHO parental Ca
CN1CCN(C2CN(C3CCCC3)S(=O)(=O)C2)CC1 (configuration not stated)	0.3	/	22	/	4	-7	1	6	/
CCOC(=O)/C(=N\O)C1=NC(C)(C)Cc2ccccc21	-0.4	0.8	17	1	-5	-4	7	-12	-5
C(=NN=C(NN=Cc1cccs1)NN=Cc1cccs1)c1cccs1	-0.1	/	5	/	14	-5	7	6	/
CCc1cc(=O)oc2cc(OCC(=O)N(CC)CC)c(Cl)cc12	1.1	0.6	-21	-4	-2	-4	3	17	-2
Cc1onc(-c2ccccc2Cl)c1C(=O)N1CCCCC1C(=O)O (configuration not stated)	0.6	0.8	-7	-3	-8	-3	-1	20	-9
Cc1ccc(C)c(C(=O)CCC(=O)Nc2cccnc2)c1	0.6	0.1	-12	-15	4	-2	5	17	-17
COc1ccc(C2=NS(=O)(=O)N(C)C(C(=O)N3CCC(C(N)=O)CC3)=C2)cc1	-0.2	-0.4	1	-1	-4	-2	1	1	-7
Cc1ccc(S(=O)(=O)N2CCN(CC(=O)Nc3ccnn3C3CCCC3)CC2)cc1	-0.1	3.8	0	-9	-10	-3	5	-2	-24
CC(C)c1nc2sc3ccccc3c(=O)c2c(=O)n1Cc1ccccc1	-0.1	-0.1	16	-2	-10	1	2	-18	-21
O=C(NC1CC1)C1CCN(c2ccc(S(=O)(=O)N3CCOCC3)cc2Cl)CC1	7.1	1.4	-5	-6	12	-1	2	12	-2
O=c1c2c3c(sc2nc2n1CCCC2)CCCC3	-0.1	0.3	11	4	4	-5	8	-8	-26
O=C(NCCc1ccc(Cl)cc1)c1cc(S(=O)(=O)N2CCCC2)ccc1F	5.2	/	-4	/	6	-3	6	7	/
O=C(CSc1nnc(Cc2cccs2)n1-c1ccccc1)Nc1ccc2c(c1)OCCO2	-0.3	-0.7	-6	-4	6	1	9	-2	-22
Cc1nc(NC(=O)COC(=O)C(NC(=O)c2ccco2)C(C)C)c(Cl)cc1Cl (configuration not stated)	0.3	-0.3	-11	-5	-33	-3	2	31	-29
Cc1ccc(NC(=O)COC(=O)c2cccc(S(=O)(=O)N3CCCCCC3)c2)cc1	3.1	/	-6	/	18	-4	4	11	/
CCOc1ccc(NC(=O)CSc2nc3ccsc3c(=O)n2CCCCC(=O)O)cc1	2.2	/	-1	/	-10	0	0	15	/
O=C(Cc1ccccc1)Nc1ccc(NC(=O)Cc2ccccc2)c(Cl)c1	0.1	0.5	-2	-3	4	-4	2	-3	7
Cc1cccc2[nH]c(CN(C)C(=O)CC3C(=O)NCCN3CC(C)(C)C)nc12 (configuration not stated)	1.1	0.6	-5	0	9	-12	7	12	-25
O=C(COc1cccnc1[N+](=O)[O-])NCc1ccc(F)cc1	9.0	0.7	1	-3	2	-7	1	5	-4
Cc1cc(=O)oc2cc(OCC(=O)N/N=C/c3ccccc3O)ccc12	0.0	0.9	14	-6	-13	-3	8	4	-3
COc1cc2c(C(=O)N3CCCc4ccccc43)cn(C)c(=O)c2cc1OC	1.2	0.3	-4	-12	4	-1	1	14	-16
COc1ccc(N2CCN(C3CCN(S(=O)(=O)c4ccc(F)cc4)CC3)CC2)cc1	0.5	1.0	-3	-1	-25	-11	2	14	-4
COC(=O)c1ccccc1NC(=O)N1CCN(C(=O)c2ccco2)CC1	1.3	0.3	-5	1	-8	2	7	20	-10
COc1ccccc1Nc1nc(N)nc(CSCCO)n1	0.3	0.4	1	-7	11	-1	11	7	-1
CCCCC1CCC(C(=O)N(CCC(C)C)c2c(N)n(CCCC)c(=O)[nH]c2=O)CC1 (configuration not stated)	0.2	/	-16	/	-5	-1	1	21	/
Next section
SMILES	CHO-K1 Ca ag	V1aR counter	CHO-K1 Ca antag	OXTR potentiate	TAAR1 antagonist	M1 ag	TAAR1 ag	CHO-K1 Ca PAM	CHO parental Ca
N#CCC(=O)Nc1ccc(C(=O)Nc2cccc(S(N)(=O)=O)c2)cc1	0.7	-0.5	-18	-16	-20	-1	-2	17	12
COc1ccc(C(=O)N2N=C(c3cccc(NS(C)(=O)=O)c3)CC2c2cccs2)cc1 (configuration not stated)	5.8	6.7	5	-13	61*	0	13	1	-3
O=C(Nc1ccc(CN2CCCCC2)cc1)c1c(F)c(F)c(F)c(F)c1F	6.1	1.4	-1	-5	17	-14	1	-5	-20
O=C(Nc1cccc(S(=O)(=O)NC2=NCCC2)c1)c1cc(-c2ccccn2)nc2ccccc12	3.3	0.9	12	0	51*	-2	12	-14	-15
CCOC(=O)N1CCN(C(=O)COc2ccccc2[N+](=O)[O-])CC1	0.1	0.0	-8	-2	-20	-3	2	-9	-4
COc1ccc(C(=O)C(C)OC(=O)C2CC3CCCC(C2)C3=O)cc1 (configuration not stated)	0.5	/	-1	/	-6	-2	3	1	/
CCOC(=O)C(C(=O)OCC)C(C#N)c1ccccc1 (configuration not stated)	-0.4	-0.4	-2	-10	-2	-4	2	-3	-16
O=C(CCCN1C(=O)c2ccccc2C1=O)Nc1c2c(nc3c1CCC3)CCC2	-0.1	/	5	/	-22	1	8	-19	/
CN(C)CCN(C)Cc1c2ccccc2c(CN(C)CCN(C)C)c2ccccc12	0.3	0.1	-1	-7	-11	-4	5	-3	-5
CCN(CC)CCNC(=O)CCn1c(=S)[nH]c2cc3c(cc2c1=O)OCO3	0.6	-0.7	-4	-4	14	-6	2	6	-12
CS(=O)(=O)NN1C(=O)c2ccccc2NC1c1ccccc1F (configuration not stated)	-0.2	1.0	-10	1	17	-5	3	-10	6
CCCN(Cc1ccc(C)cc1)C(=O)c1ccc(CNS(=O)(=O)c2ccc(C(C)=O)cc2)cc1	-0.4	0.6	-6	-11	30	5	6	3	-16
CCCCN(CCCC)C(=O)c1ccccc1NC(=O)CN1C(=O)c2ccccc2C1=O	0.2	-1.2	-1	-23	10	-4	2	7	-27
O=C(CSCc1cc(=O)n2nc(C3CC3)sc2n1)Nc1ccc(F)cc1	0.5	0.6	-9	-2	-4	0	2	-6	-4
O=C(C[n+]1cc(-c2ccccc2)n2c1CCC2)Nc1nc(-c2ccccc2)cs1	1.6	-0.2	-10	-4	-14	-8	1	26	3
Cc1cccc(CN(C)CCc2ccccn2)c1	-0.2	-0.7	-4	1	15	-9	6	-9	-12
CCC(=O)c1ccc(Oc2nc3c(c(=O)n(C)c(=O)n3C)n2CC)cc1	0.9	3.1	-1	-5	8	3	3	-11	-8
CC1CN(C(=O)c2cc(S(=O)(=O)N3CCCCC3)ccc2Cl)CC(C)O1 (configuration not stated)	0.8	0.0	-10	0	-7	-2	5	12	-3
O=C(COC(=O)c1cncc(Br)c1)Nc1ccc2c(c1)OCO2	0.2	0.2	-3	-8	20	-11	5	-9	-9
CCN1CCN(c2ccc(S(=O)(=O)N3CCCCC3)cc2NC(=O)c2cccc(NC(C)=O)c2)CC1	0.5	0.2	-4	-5	1	9	0	-11	-10
O=C(Cc1ccc2ccccc2c1)NC(Cc1ccccc1)C(=O)O (configuration not stated)	0.6	/	-18	/	-3	-2	2	18	-6
COc1ccc(CNC(=O)c2cc3c(s2)CN(Cc2ccccc2)C3)cc1	5.6	2.0	-9	-4	-9	-7	6	11	1
Cc1cc(-n2cnnn2)ccc1C(C)C	1.1	-0.7	-10	1	-14	-9	3	26	3
O=C(/C=C/c1ccoc1)c1ccccc1O	-0.1	-0.7	-8	7	-21	-4	1	23	-4
O=C(NCc1ccccc1Cl)c1ccc2nc([C@@H]3O[C@H](CO)[C@H](O)[C@H](O)[C@H]3O)[nH]c2c1	0.4	/	-13	/	/	-1	/	9	/
Next part:
SMILES	CHO-K1 Ca ag	V1aR counter	CHO-K1 Ca antag	OXTR potentiate	TAAR1 antagonist	M1 ag	TAAR1 ag	CHO-K1 Ca PAM	CHO parental Ca
CC1CCCCC1NC(=O)COC(=O)c1c2c(nc3ccccc13)/C(=C/c1ccco1)CC2 (configuration not stated)	0.6	0.6	-13	2	15	-5	0	25	-12
O=C(CN(C(=O)c1csnn1)c1cccc(Cl)c1)NC1CCCC1	0.7	1.5	-12	-6	-6	0	3	6	-13
CCN(CC)S(=O)(=O)c1ccc(NC2c3ccccc3C(=O)N2Cc2ccco2)cc1 (configuration not stated)	0.7	0.3	9	-3	7	-8	0	14	-7
COc1ccc(N2C(=O)c3ccccc3NC23C(=O)N(C)c2ccccc23)cc1 (configuration not stated)	0.8	0.2	-11	-5	4	-11	7	10	-14
COc1ccc(Cl)cc1S(=O)(=O)Nc1ncn[nH]1	0.7	1.0	-9	-7	2	-4	-1	0	-6
N#C/C(=C/c1cn(CC(=O)O)c2ccccc12)c1ccc(F)cc1	7.5	0.3	-7	-2	1	-7	4	17	6
Cc1ccc(SCC(=O)Nc2ncc(C)s2)cc1	-0.1	-0.9	0	-13	3	1	9	-3	-10
COc1cccc(C(=O)NCCNC(=O)c2ccccn2)c1	0.8	4.6	-12	-5	4	-3	6	13	10
CC/C(=N\NC(=O)c1cccnc1)c1ccc2c(c1)OCCO2	0.2	0.8	-8	-9	5	-10	0	16	-12
S=C1NC(c2ccccc2)=NCN1c1ccc(Cl)cc1	0.3	4.2	8	-10	-4	-3	2	-5	-5
O=C(/C=C/c1ccccc1)NNC(=O)c1cccnc1	0.1	0.3	-26	-7	0	-3	7	3	-11
CN(C)CCCNc1cc(-c2ccccc2)nc2cc(-c3cccc(F)c3)nn12	2.7	6.2	1	-7	13	-1	16	8	-2
CN1CCN(C(=O)c2ccc(-c3ccc(Br)cc3)o2)CC1	0.8	4.6	-17	-5	-26	-3	3	17	-17
CC(=O)c1ccc(N2CCN(S(=O)(=O)c3ccc(-c4cnc(C5CC5)o4)cc3)CC2)cc1	0.1	0.0	16	-12	/	-2	/	-21	4
CCOC(=O)c1ccc(Nc2ccc(-c3ccc(OC)c(OC)c3)nn2)cc1	4.7	1.1	-13	-7	19	-8	9	3	-10
COc1cc(/C=C2\SC(N)=NC2=O)cc(Br)c1O	6.6	6.2	-3	-12	1	4	7	6	1

For reference, three of the compounds above.
SMILES	CHO-K1 Ca ag	V1aR counter	CHO-K1 Ca antag	OXTR potentiate	TAAR1 antagonist	M1 ag	TAAR1 ag	CHO-K1 Ca PAM	CHO parental Ca
O=C(CN(C(=O)c1csnn1)c1cccc(Cl)c1)NC1CCCC1	0.7	1.5	-12	-6	-6	0	3	6	-13
CCN(CC)S(=O)(=O)c1ccc(NC2c3ccccc3C(=O)N2Cc2ccco2)cc1 (configuration not stated)	0.7	0.3	9	-3	7	-8	0	14	-7
COc1ccc(N2C(=O)c3ccccc3NC23C(=O)N(C)c2ccccc23)cc1 (configuration not stated)	0.8	0.2	-11	-5	4	-11	7	10	-14
